# Screening data deposited in PubChem BioAssay by National Center for Advancing Translational Sciences (NCATS).
# Vif-A3G inh: inhibitors of Vif-APOBEC3G interaction; Q9HC16; HeLa A3G-eYFP + Vif (tagged APOBEC3G with the HIV-1 protein that degrades it), YFP fluorescence, overnight; Potency, µM (highest dose often 46.1 µM), for the others: at the highest dose activity, negative = active, usual class: inhibitors; actives 0.076% (n = 410,000); AID 602310;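 further: potency means the concentration at half of the fitted maximal effect; on the % scale 0 is the no-effect control and ±100 the full control effect; nearly all actives have a fitted effect of over 60% in size; hits raise eYFP signal because A3G escapes Vif-driven loss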
#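 HeLa cells stably expressing Vif and C-terminally eYFP-tagged A3G, seeded overnight at 37 deg C, then exposed to compound by pintool overnight at 37 deg C. Rise in yellow fluorescence (Ex 488/Em 500-530, Acumen) marks blocked Vif-driven A3G degradation.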
# ERG Ets-DNA blk: ERG Ets/DNA interaction inhibition. actives 0.028% (n = 370,000). P11308. fluorescence polarization, His-ERG Ets domain / labelled DNA. Potency, µM (series often up to 76.9 µM), for inactives: top-dose FP activity, negative = inhibition, most hits filed as inhibitors; active means well fitted inhibition curve with a large enough effect in the polarisation, with a control signal flat; inconclusive means small, poorly fitted or top-dose-only effect, or effect the other way, or a change in a side signal; inactive means no such curve, though single readings can be large or run the other way; the % refers to the polarisation;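 further: polarization taken with two DNA probes labelled with fluorescein and Texas red; potency means the concentration at half of the fitted maximal effect; % of control where 0% means no effect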
# Target sequence (P11308 whole entry, looked up, the tested form may be a part): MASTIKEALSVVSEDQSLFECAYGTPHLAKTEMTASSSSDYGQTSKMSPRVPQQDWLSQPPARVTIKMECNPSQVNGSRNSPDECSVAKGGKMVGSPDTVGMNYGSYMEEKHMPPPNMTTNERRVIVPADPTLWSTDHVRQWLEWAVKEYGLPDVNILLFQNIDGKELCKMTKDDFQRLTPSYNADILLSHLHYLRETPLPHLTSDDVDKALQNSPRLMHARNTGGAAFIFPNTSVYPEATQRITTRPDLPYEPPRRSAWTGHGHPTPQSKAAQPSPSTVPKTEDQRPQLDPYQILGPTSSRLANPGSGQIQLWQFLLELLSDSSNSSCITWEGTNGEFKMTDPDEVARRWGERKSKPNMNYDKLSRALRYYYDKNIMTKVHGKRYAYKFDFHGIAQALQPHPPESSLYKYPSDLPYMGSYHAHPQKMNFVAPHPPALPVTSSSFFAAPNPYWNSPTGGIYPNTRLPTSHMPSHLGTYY
#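 His-tagged ERG Ets domain (1 uM in the protein solution; 300mM KCl, 50mM Tris-HCl, 1mM EDTA, 1mM DTT, pH 7.5) received compound, then a probe mix of 5 nM fluorescein-DNA and 100nM Texas-615-DNA. Fluorescence polarization was read for both dyes.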
# LDHA inh: inhibitors of human lactate dehydrogenase A; activity change, % (values are at about 110 or 230 µM); actives 0.15% (n = 480,000); purified LDHA, NADH/diaphorase-resazurin fluorescence; stronger effect = lower value; in the data active means activity change below about -30%; inconclusive means mostly about -25% to -30%;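 further: plate controls were DMSO wells for no effect and wells without enzyme for full effect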
#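 Remaining NADH was detected by diaphorase (0.133 mg/mL) converting 37 µM resazurin to fluorescent resorufin, read at 0 and 20 minutes. The preceding 5-minute room-temperature reaction used 2 nM LDHA, 0.2 mM sodium pyruvate and 0.06 mM NADH at pH 7.4.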
# D2 agonist: agonists of human D2 dopamine receptor; P14416; HEK293 T-REx D2 cells, calcium flux agonist mode; AID 485358; activation, % at 2 µM; actives 0.53% (n = 340,000);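 active means activation over 3 SD above normal in the single-dose calcium agonist read, cut at about 30% in these data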; further: 0% is about no effect
# Target sequence (P14416 whole entry, looked up): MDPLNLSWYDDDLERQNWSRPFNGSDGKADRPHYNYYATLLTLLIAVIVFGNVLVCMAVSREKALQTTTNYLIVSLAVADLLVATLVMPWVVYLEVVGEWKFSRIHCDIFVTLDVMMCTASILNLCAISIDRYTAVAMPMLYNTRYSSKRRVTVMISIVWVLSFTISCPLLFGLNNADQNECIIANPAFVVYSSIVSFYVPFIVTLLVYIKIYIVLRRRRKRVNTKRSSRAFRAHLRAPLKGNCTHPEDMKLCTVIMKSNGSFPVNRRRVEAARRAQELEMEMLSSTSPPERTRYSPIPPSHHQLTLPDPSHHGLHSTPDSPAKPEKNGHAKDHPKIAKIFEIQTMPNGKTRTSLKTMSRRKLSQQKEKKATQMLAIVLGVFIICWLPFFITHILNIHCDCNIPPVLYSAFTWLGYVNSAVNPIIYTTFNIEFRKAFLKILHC
#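 Tetracycline-induced HEK293 T-REx cells with force-coupled D2 receptor, plated overnight at 30 C, loaded with no-wash calcium dye. After a 10 s baseline, compound was pin-added and calcium flux read kinetically for 180 s; calcium rises flagged agonists.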
# RGS4 inh: blocks human RGS4-accelerated GTP hydrolysis; AID 504845; actives 0.039% (n = 390,000); Transcreener GDP fluorescence polarization, RGS4-accelerated GTP hydrolysis; P49798; Potency, µM (highest dose often 114 µM), for the others: top-dose activity change, negative = inhibition, actives largely listed as inhibitors; further: potency means the concentration at half of the fitted maximal effect; on the % scale 0 is the no-effect control and ±100 the full control effect; nearly all actives have a fitted effect of over 75% in size; some results filed as inactive show a strong effect at the top dose
#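 MLSMR compounds (23 nl, pin-transferred) preincubated 10 min at room temperature with a 500nM (2x) first reagent, then RGS4 at 900nM (2x) plus Transcreener GDP mix added; fluorescence polarization (620/688 nm) read before and after 90 min at 30 °C.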
# GRP78 ERSR act: inducers of ER stress response in human glioma cells | U87-MG GRP78 promoter luciferase reporter, 16 h | Potency, µM, for the others: at the top dose activation, actives largely listed as activators | actives 0.02% (n = 420,000); further: potency means the concentration at half of the fitted maximal effect; series mostly up to about 76 µM; % of control where 0% means no effect; nearly all actives have a fitted effect of over 35% in size
#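 Stably transfected U87-MG glioma cells carrying a GRP78-based luciferase sensor; 16 h compound incubation. Luminescence end-point read 10 min after Bright-Glo addition at room temperature.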
# ALOX12 inh: blocks human arachidonate 12S-lipoxygenase | P18054 | purified 12hLO, xylenol orange hydroperoxide absorbance | Potency, µM (series often up to 108 µM), inactives show top-dose activity change, negative = inhibition, most hits filed as inhibitors | actives 1.1% (n = 580,000); further: potency means the concentration at half of the fitted maximal effect; on the % scale 0 is the no-effect control and ±100 the full control effect
#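 Hydroperoxide product was detected by ferrous iron/xylenol orange as the 573 to 405 nm absorbance ratio. Arachidonic acid at 40 uM (final) was turned over for 30 min at room temperature by 150 nM human 12hLO, pH 7.0 Hepes buffer, after 15 min compound preincubation.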
# D2 antag: D2 dopamine receptor (human) antagonism; P14416; HEK293 TREx D2 cells, calcium flux, dopamine EC80; inhibition, % at 10 µM; actives 2% (n = 340,000); in the data active means inhibition above about 30%; further: 0% is about no effect
#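 Tetracycline-induced HEK293 T-REx cells expressing D2 force-coupled to calcium signalling were dye-loaded, exposed to compound for 180 s, then challenged with an EC80 of dopamine; calcium flux was followed kinetically for a further 180 s.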
# Vif-APOBEC3F blk: blocks the Vif interaction with APOBEC3F; HeLa A3F-eYFP + Vif (tagged APOBEC3F with the HIV-1 protein that degrades it), YFP fluorescence increase; Potency, µM (series often up to 46.1 µM), for inactives: at the highest dose activity, negative = active; actives 0.2% (n = 390,000); further: potency means the concentration at half of the fitted maximal effect; % of control where 0% means no effect; nearly all actives have a fitted effect of over 65% in size
#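 HeLa cells stably expressing Vif plus C-terminally eYFP-tagged A3F were seeded, incubated overnight at 37 deg C, dosed with compound, incubated overnight again at 37 deg C. Yellow fluorescence (Ex 488/Em 500-530) reported blocked Vif-mediated A3F-eYFP degradation.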
# * = called active by the depositor; u = inconclusive; x = no result given; [ ] = dose if it differs, or a comment. Unless noted, the call rests on the fitted dose curve; in most records, active means well fitted curve in the direction sought with a large enough effect; inconclusive means small, poorly fitted or top-dose-only effect, or another doubt; inactive means no such curve, though single readings can be large; an effect the other way counts as inactive or inconclusive. Only part of the results is shown; the hit share may differ from the screen's.
SMILES,Vif-A3G inh,ERG Ets-DNA blk,LDHA inh,D2 agonist,RGS4 inh,GRP78 ERSR act,ALOX12 inh,D2 antag,Vif-APOBEC3F blk
Cc1ccc2c(c1)C1(C(=O)N2)N2CCCC2C(C(=O)c2ccc3ccccc3c2)C12C(=O)Nc1ccccc12 (configuration not stated),-17.9%,12.2%,3.6,-0.1,-23.3%,9.8%,0.5%,-6.2,-3.3%
O=[N+]([O-])c1ccc(CN2CCCCCC2)s1,-2.9%,2.6%,8.2,0.5,-9.1%,-4.1%,u,-3.5,-6.4%
CCN1C(=O)c2ccccc2Sc2ccc(NC(=O)c3ccc(C)c(F)c3)cc21,-3.6%,-3.9%,-2.1,0.8,-8.4%,0.1%,-14.9%,x,0.4%
COc1ccc(C)cc1NC(=O)CN1CCCC1c1ccc2c(c1)OCCCO2 (configuration not stated),2.1%,3.4%,1.0,x,-4.0%,-4.1%,u,x,1.9%
CCOc1ccc(C(=O)NC(C(=O)NCCc2ccc(OC(F)F)cc2)C(C)C)cc1 (configuration not stated),-5.7%,3.3%,-3.8,0.0,-6.6%,-1.0%,-3.0%,-7.0,3.3%
O=C(NCC1CCCO1)c1cc(NS(=O)(=O)c2cccs2)cc(NS(=O)(=O)c2cccs2)c1 (configuration not stated),-0.2%,-20.8%,-1.7,0.1,20.7%,11.7%,5.0%,2.9,1.4%
O=C(c1ccccc1)C(C(=O)N1CCCCC1)n1ccccc1=O (configuration not stated),-0.7%,5.2%,-0.9,0.1,16.6%,-6.3%,7.5%,-3.3,-2.1%
COC(=O)C1=C(C(=O)OC)C2C=CC1C1C(OC(C)=O)C(OC(C)=O)C21 (configuration not stated),-0.3%,x,-2.6,x,x,-1.9%,-22.4%,x,-10.3%
CCCCSc1nnc(-c2c[nH]c3ccccc23)n1C,-0.5%,-4.7%,-6.4,0.2,18.3%,-0.1%,-9.8%,7.7,-3.2%
CCOC(=O)Cc1csc(NC(=O)c2ccc([N+](=O)[O-])cc2[N+](=O)[O-])n1,-5.9%,20.8%,4.4,0.3,-13.8%,-2.5%,u,0.4,-1.2%
CCN(c1ccccc1)S(=O)(=O)c1ccc(OC)c(NC(=O)C2CC(=O)N(Cc3ccccc3)C2)c1 (configuration not stated),-5.4%,9.3%,-2.9,-0.5,-18.0%,-0.5%,-17.4%,-1.4,-8.1%
Cc1noc(C)c1S(=O)(=O)N(CC(=O)Nc1ccc2c(c1)OCO2)c1ccc(C(C)C)cc1,6.1%,-4.4%,0.6,-0.5,-9.1%,-1.0%,-10.3%,-12.4,-1.6%
O=C(COC(=O)/C=C/c1ccc([N+](=O)[O-])cc1)NNC(=O)c1ccccc1,1.1%,1.8%,-8.8,x,18.5%,-0.5%,0.1%,x,5.4%
COc1cc(C(=O)OCC(=O)Nc2ccc3c(c2)OC(F)(F)O3)ccc1OCc1c(C)noc1C,-2.7%,0.9%,-3.2,-1.0,17.7%,-5.7%,-1.9%,20.4,-11.7%
COCC(=O)Nc1nnc(-c2cccs2)s1,0.7%,-3.0%,-10.9,0.4,19.7%,6.3%,0.0%[57.4 µM],-18.0,-9.1%
Cc1ccccc1CSc1ccc(S(=O)(=O)N2CCCC2)cn1,-0.8%,0.2%,-4.9,x,3.6%,-2.2%,-1.4%,x,5.0%
CCCCNC(=O)c1cn(CC)c2cc(N3CCN(C(=O)c4ccco4)CC3)c(F)cc2c1=O,-0.3%,3.4%,0.1,0.2,-21.6%,-4.4%,-29.2%,0.6,2.2%
O=C(c1cc(-c2ccncc2)nc2ccc(Cl)cc12)N1CCN(C(=O)C2CCCO2)CC1 (configuration not stated),-7.5%,-0.6%,-4.7,x,-15.3%,-0.5%,-9.4%,x,-1.0%
CCc1cccc(C)c1NC(=O)c1ccc2c(c1)CCN2S(C)(=O)=O,-0.4%,21.3%,-1.0,0.9,-18.0%,-1.5%,0.0%,11.0,u
CCOc1ccc(-c2cc3nc(C4CCN(C(=O)OC(C)(C)C)CC4)c(C(=O)Nc4ccc(C)cc4C)cn3n2)cc1,-7.7%,-11.6%,1.5,-0.1,-25.5%,-3.4%,2.1%,x,-2.5%
Cc1c(C(=O)N2CCOCC2)[nH]c2c1C(=O)CC(c1ccccc1Cl)C2 (configuration not stated),u,x,-3.4,0.2,4.8%,-2.4%,u,2.2,-2.8%
COc1ccc(Cn2c(=O)cc(C)[nH]c2=S)cc1,1.3%,0.8%,-0.5,1.0,-10.5%,-1.6%,0.8%,-8.1,2.2%
Cc1ccc[n+](CC(=O)/C=C2\N(C)c3ccccc3C2(C)C)c1,-0.3%,12.6%,-5.5,1.1,-36.8%,-5.2%,-14.3%,2.5,7.6%
CN1C(=O)N(C)C2(c3ccccc3)N(C)C(=O)NC12c1ccccc1 (configuration not stated),-4.8%,-4.2%,1.1,0.5,26.4%,-5.5%,-19.2%,-1.3,8.8%
Cn1c(C(=O)NCCCN2CCN(c3ccc(F)cc3)CC2)cc2c(=O)n(C)c3ccccc3c21,1.3%,0.9%,-1.5,x,1.4%,-1.5%,-0.6%,x,0.0%
O=C(Nc1nccs1)c1ccccn1,2.8%,-0.1%,2.9,3.2,6.2%,0.7%,1.8%,-1.1,-29.6%
N#Cc1ccc(COC(=O)CSc2nnc(N)s2)cc1,-7.5%,-3.3%,-3.6,-0.4,-37.6%,-4.5%,14.5%,-4.8,-14.6%
COc1ccc(-c2cnc(SCCNC(=O)c3ccc4c(c3)OCO4)[nH]2)cc1,2.1%,9.8%,-7.0,0.8,-33.0%,-0.3%,-16.5%,-16.8,-5.5%
N#Cc1ccc(S(=O)(=O)N2CCN(C(=O)[C@@H]3CCCN3C(=O)c3cccs3)CC2)cc1,4.2%,-6.1%,-10.3,-0.1,-3.0%,-2.4%,193.3%[activator],5.8,3.0%
CCN1CCN(C(=O)Cn2ncc3c([nH]c4ccccc43)c2=O)CC1,1.3%,-2.7%,-6.5,0.6,27.0%,-0.1%,6.6%,-1.2,0.1%
CC(=O)c1cccc(NC(=O)COc2ccc(S(=O)(=O)N3CCCCC3)cc2)c1,-6.5%,7.9%,-3.0,0.3,-13.2%,-4.6%,131.9%[activator],2.2,-5.5%
COc1ccc(C)cc1-n1nnnc1SCC(=O)NC1CC1,-1.5%,11.9%,0.4,0.6,-25.5%,0.4%,u,2.9,2.0%
O=C(NN1C(=O)c2ccccc2NC1c1cccnc1)c1ccccc1 (configuration not stated),-1.2%,0.4%,-1.5,x,-1.3%,-1.0%,-5.0%,x,3.9%
CN1C=C(C(F)(F)F)C=C/C1=C(\C#N)c1nnc2n1CCCCC2,0.9%,x,-1.0,-0.1,0.1%,-1.5%,-17.1%,14.4,1.8%
OCCCc1cn(-c2ccccc2)c2ccccc12,7.7%,-4.0%,-6.2,-0.4,-18.0%,7.3%,-2.4%,-2.0,-10.5%
CCOc1ccc2ccccc2c1/C=N/n1cncn1,-0.2%,-8.4%,-1.6,-2.2,2.7%,-3.1%,0.0%,12.5,-2.8%
COc1cccc(CN2CC(C(=O)NCCOc3ccccc3F)CCC2=O)c1 (configuration not stated),-0.4%,7.9%,0.0,-1.3,-35.3%[56.9 µM],-3.4%,15.0%,-5.8,4.6%
CCn1cnnc1SCC(=O)NCC1COc2ccccc2O1 (configuration not stated),1.8%,-4.7%,1.5,2.7,-6.5%,-0.6%,1.9%,-14.5,-2.4%
CCCCn1c(N)c(N(CCOC)C(=O)C2CCN(S(=O)(=O)c3ccc(C)c(C)c3)CC2)c(=O)[nH]c1=O,-2.6%,-0.6%,-6.0,-0.2,5.1%,-4.2%,u,12.5,-4.4%
CCC1CCCCN1CCCNC(=O)CCNC(=O)Cn1cnc2ccccc2c1=O (configuration not stated),2.2%,3.1%,-10.0,0.0,-1.0%,-3.5%,4.2%,-3.7,-10.2%
Cc1ccccc1NC(=O)CSc1n[nH]c(-c2ccccn2)n1,-9.0%,0.8%,0.2,-0.6,8.4%,-7.5%,-1.1%,-1.5,-10.7%
Cc1nn(-c2ccccc2)c(N2CCCC2)c1/C=N/NC(=O)c1cc2ccccc2cc1O,2.8%,3.4%,-4.8,-0.1,-33.2%,-6.4%,-2.8%,-0.8,1.0%
Cc1ccc(/C=N/Nc2nnc(Cl)c3ccccc23)cc1,-7.4%,7.6%,0.3,-1.8,-4.0%,-0.8%,-3.6%,5.9,u
Cc1ccsc1C(=O)NN=C1CCCCCC1,0.4%,-3.7%,-1.9,0.9,49.0%,2.7%,22.8%,8.1,-5.9%
CCCCCC(=O)Nc1cccc(C2=NOC3(C2)C[C@@H](C(N)=O)N(C(=O)c2ccc(OC)cc2)C3)c1 (some centres not stated),-4.6%,3.5%,0.4,1.2,-5.1%,-1.9%,-7.9%,4.4,-2.7%
